Compound activity from PubChem BioAssay.
HKDC1 inh = blocks human hexokinase HKDC1 activity; Q2TB90; recombinant HKDC1, G6PDH/diaphorase resazurin coupled fluorescence; inhibition, % at 20 µM; 340,000 compounds, 0.16% hits; AID 493160;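 active = inhibition above about 35% when tested at 20 µM, limit read from the data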;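 note: plate controls were DMSO wells with enzyme for no effect and DMSO wells lacking enzyme for full effect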
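test system = in-house recombinant HK5 (HKDC1) enzyme | amount = HKDC1 at 5 µg/mL | control set = DMSO-enzyme wells negative, buffer-substituted wells positive | compound = one dose of 20 µM, 1% DMSO | schedule = reaction time 90 min, room temperature, protected from light | technique = resorufin fluorescence at 613 nm | reagent = glucose with 1 mM ATP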
ATG4B inhibitor = blocks human ATG4B protease cleavage of LC3 substrate. Q9Y4P1. ATG4B cleavage of LC3-PLA2, NBD-HPC fluorescence, 1 h. inhibition, % at 8.33 µM. 340,000 compounds, 0.51% hits. AID 504462; in the data active = inhibition above about 40%
Target sequence (Q9Y4P1 whole entry, looked up): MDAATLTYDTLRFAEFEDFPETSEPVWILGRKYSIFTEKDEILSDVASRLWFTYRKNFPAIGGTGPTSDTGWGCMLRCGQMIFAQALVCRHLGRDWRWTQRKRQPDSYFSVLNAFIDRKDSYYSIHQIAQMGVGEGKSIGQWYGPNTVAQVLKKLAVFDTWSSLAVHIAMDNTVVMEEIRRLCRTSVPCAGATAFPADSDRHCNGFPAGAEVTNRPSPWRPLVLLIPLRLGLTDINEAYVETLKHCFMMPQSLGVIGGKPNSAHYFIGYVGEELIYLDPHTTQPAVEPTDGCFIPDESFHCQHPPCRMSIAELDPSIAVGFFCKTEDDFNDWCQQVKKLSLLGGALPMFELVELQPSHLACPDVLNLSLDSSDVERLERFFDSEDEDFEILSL
MPTP block = inhibitors of mitochondrial permeability transition pore. isolated mouse mitochondria, Ca2+ swelling absorbance, 30 min. inhibition, % at 10 µM. 360,000 compounds, 1.4% hits;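 active = inhibition of 50% or more, scaled per plate between neutral and stimulator controls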;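 note: 0% = DMSO wells given calcium and 100% = 1 mM EGTA wells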
SENP7 inh = inhibitors of human SENP7 protease. Q9BQF6. recombinant SENP7, Z-RLRGG-aminoluciferin luminescence, 40 min. inhibition, % at 5 µM. 330,000 compounds, 1.5% hits. AID 434973;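 active = inhibition above about 50% at the single test dose, limit read from the data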;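 note: plate controls were DMSO with enzyme for no effect and no enzyme buffer wells for full effect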
Target sequence (Q9BQF6 706-1050 limits assumed): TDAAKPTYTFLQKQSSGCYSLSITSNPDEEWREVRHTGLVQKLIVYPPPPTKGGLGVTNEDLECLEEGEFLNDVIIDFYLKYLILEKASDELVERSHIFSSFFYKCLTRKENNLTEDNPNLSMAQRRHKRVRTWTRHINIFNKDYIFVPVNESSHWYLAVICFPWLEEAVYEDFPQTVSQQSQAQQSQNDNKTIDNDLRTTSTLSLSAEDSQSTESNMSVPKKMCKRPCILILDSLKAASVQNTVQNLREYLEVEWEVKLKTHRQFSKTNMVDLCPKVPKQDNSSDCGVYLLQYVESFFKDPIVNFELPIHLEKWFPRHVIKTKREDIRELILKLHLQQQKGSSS
PfGluPho inh = PfG6PD (Plasmodium falciparum) enzyme inhibition; PfGluPho enzyme, NADPH resazurin-diaphorase fluorescence; AID 504690; 350,000 compounds, 0.78% hits; inhibition, % at 20 µM;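 active = inhibition reaching at least a set limit at 20 µM in the primary screen, cut at about 59% in these data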;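 note: 0% = DMSO wells with substrate and 100% = DMSO wells lacking glucose-6-phosphate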
SENP8 inh = SENP8 (human) protease inhibition; Q96LD8; recombinant SENP8, Nedd8 substrate fluorescence; inhibition, % at 20 µM; 360,000 compounds, 0.64% hits; AID 602440; in the data active = inhibition mostly above about 40%, no sharp cut-off; inactive = mostly below about 27%
Target sequence (Q96LD8 whole entry, looked up): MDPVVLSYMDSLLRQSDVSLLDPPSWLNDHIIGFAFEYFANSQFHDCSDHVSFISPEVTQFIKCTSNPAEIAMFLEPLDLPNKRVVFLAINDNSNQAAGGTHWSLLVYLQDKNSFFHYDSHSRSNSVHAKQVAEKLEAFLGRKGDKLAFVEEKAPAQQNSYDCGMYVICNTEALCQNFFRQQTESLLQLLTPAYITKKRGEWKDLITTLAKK
SENP6 inh = blocks the human protease SENP6; Q9GZR1; Recombinant SENP6 catalytic domain, aminoluciferin luminescence; inhibition, % at 10 µM; 330,000 compounds, 1.8% hits; AID 2599;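 active = inhibition above about 50% at the single tested dose, limit read from the data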;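 note: plate controls were DMSO wells with enzyme for no effect and DMSO wells lacking enzyme for full effect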
GRIN3A LBD mod = NR3A (human) ligand-binding domain modulation | NR3A LBD differential scanning fluorimetry, Tm shift; 0% = protein alone, 100% = glycine-bound protein | Tm shift relative to glycine control, % at 25 µM | 340,000 compounds, 2.5% hits;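 active = melting temperature shift of at least 10% of the positive control shift, at one fixed dose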
* marks the source's active call; other numbers are inactive results; / = not tested or not shown. Only part of the results is shown; the hit share may differ from the screen's.

no.	smiles	PfGluPho inh	SENP7 inh	SENP8 inh	HKDC1 inh	ATG4B inhibitor	SENP6 inh	MPTP block	GRIN3A LBD mod
1	CC(C)OC1CCCC(O)C1CC(=O)O (stereo not drawn)	6.0	7.3	16.4	-7.8	-6.3	5.3	0.3	1.8
2	CCCCCn1cc(C(=O)C(=O)N2CCOCC2)c2ccccc21	6.9	-6.7	13.0	-1.1	-6.5	-12.2	1.3	2.2
3	COC(=O)C1=C(c2ccc(F)cc2OCc2ccccc2)C[C@@H]2CC[C@H]1N2C(=O)NCCO	15.7	4.8	11.1	0.5	-6.9	8.9	-2.7	-0.8
4	Cc1ccc(OCC(=O)N2CCN(C3CCC(c4ccccc4)CC3)CC2)cc1 (stereo not drawn)	-8.0	-5.0	6.1	-6.9	-4.8	11.3	-0.2	1.9
5	O=C1NC(=O)N(c2ccc(F)cc2)C(=O)/C1=C/c1ccc2c(c1)CCCN2Cc1ccccc1	18.3	/	-276.7	27.9	-2.9	/	19.5	-1.2
6	COC(=O)C1=C(c2ccc(F)cc2OCc2ccccc2)C[C@@H]2CC[C@H]1N2C(=O)N1CCOCC1	11.3	-7.2	10.2	-4.3	-9.1	2.0	0.3	-1.4
7	O=P1(NCCCn2cc[n+](Cc3nc4ccccc4[nH]3)c2)C=C(c2ccccc2)OC(c2ccccc2)=C1	-5.7	4.9	3.8	-8.7	-9.7	-19.9	-2.3	-1.3
8	C/C=C1/CN2C3CC1C(CO)(C(=O)OC)C2Cc1c3n(C)c2ccccc12 (stereo not drawn)	6.0	-4.3	12.6	0.3	-10.8	-6.5	0.0	-3.1
9	CCC(=NCc1ccco1)c1c(O)n(-c2ccc(OC)cc2)c(=O)[nH]c1=O	6.8	-1.2	8.0	-1.4	-11.2	-4.6	-0.5	4.2
10	COP(=O)(OC)C(NC(=O)c1ccc(C)cc1)C(Cl)(Cl)Cl (stereo not drawn)	9.9	-4.3	13.1	-4.3	-1.5	-7.8	0.3	-0.6
11	O=C1CN=C(c2ccc(Br)cc2)c2oc3ccccc3c2N1	2.1	2.6	-21.3	-5.1	-5.1	-12.5	1.6	1.8
12	CN(C)C(=O)Oc1ccc2c(c1)O/C(=C\c1ccc(Cl)cc1)C2=O	10.3	6.0	-1.1	6.0	-7.6	9.9	0.5	-1.9

Three compounds out of the list, ordered by heavy-atom count, smallest number first.
no.	smiles	PfGluPho inh	SENP7 inh	SENP8 inh	HKDC1 inh	ATG4B inhibitor	SENP6 inh	MPTP block	GRIN3A LBD mod
1	CC(C)OC1CCCC(O)C1CC(=O)O (stereo not drawn)	6.0	7.3	16.4	-7.8	-6.3	5.3	0.3	1.8
12	CN(C)C(=O)Oc1ccc2c(c1)O/C(=C\c1ccc(Cl)cc1)C2=O	10.3	6.0	-1.1	6.0	-7.6	9.9	0.5	-1.9
6	COC(=O)C1=C(c2ccc(F)cc2OCc2ccccc2)C[C@@H]2CC[C@H]1N2C(=O)N1CCOCC1	11.3	-7.2	10.2	-4.3	-9.1	2.0	0.3	-1.4

Additional records follow.
no.	smiles	PfGluPho inh	SENP7 inh	SENP8 inh	HKDC1 inh	ATG4B inhibitor	SENP6 inh	MPTP block	GRIN3A LBD mod
13	COc1ccc(NP(=O)(Oc2ccc(Cl)cc2)Oc2ccc(Cl)cc2)cc1OC	52.4	-3.8	19.1	18.0	7.4	-8.5	7.4	-14.1
14	O=C(COc1ccc(Cl)cc1)N(c1ccc(Cl)cc1)C1CN2CCC1CC2 (stereo not drawn)	-2.1	-3.4	12.3	-4.3	-3.3	-6.3	-3.1	-0.1
15	O=C(Nc1ccccc1)N1CCC2(CC1)OCCO2	-1.8	5.6	6.5	-4.2	5.8	-6.4	-1.5	0.0
16	Cc1c(N=Nc2c(O)n(C)c(=O)n(C)c2=O)c(=O)n(-c2ccccc2)n1C	-2.4	7.6	4.8	0.3	-2.9	-2.4	1.0	3.6
17	CN(C)c1ccc(/C=C/[N+](=O)[O-])cc1	19.5	8.0	20.7	4.9	-7.8	0.9	10.8	-1.7
18	CCCCCCn1c(O)c(C(C)=NC)c(=O)[nH]c1=O	-19.1	-8.4	10.7	-3.5	-2.2	-6.0	-0.1	-2.8
19	Cc1c(NS(=O)(=O)c2ccccc2)ccc([N+](=O)[O-])c1Cl	-28.3	/	12.4	2.0	8.3	/	97.5*	2.2
20	COC(=O)C1=C(c2ccc(F)cc2F)C[C@@H]2CC[C@H]1N2C(=O)NCCNC(C)=O	-8.1	0.8	19.1	-1.6	1.8	6.8	-0.2	-1.8
21	COC(=O)C1=C(c2ccc(S(C)(=O)=O)cc2)C[C@@H]2CC[C@H]1N2C(=O)N1CCOCC1	9.6	-4.5	7.8	-2.3	1.3	-11.3	0.2	2.9
22	O=C(NC[P+](=O)O)OCc1ccccc1	-17.5	-10.3	9.4	-2.6	-1.4	-13.9	-6.2	-1.4
23	COc1cc2oc(=O)c(CC(=O)N3C[C@H]4C[C@@H](C3)c3cccc(=O)n3C4)c(C)c2cc1Cl	10.9	/	-197.7	0.9	-32.2	/	-0.2	-1.9
24	O=C1NC(=O)C2(Cc3ccccc3N3CCCC32)C(=O)N1c1ccccc1 (stereo not drawn)	12.5	-3.7	-115.7	-0.4	-3.8	2.2	0.0	2.1
25	CSc1nc(N2CCN(C)CC2)c2ccccc2n1	-4.9	-5.9	-132.6	1.6	1.3	-25.2	-2.4	0.2
26	CC(=O)OC1CC(OC2C(O)CC(OC3C(O)CC(OC4CCC5(C)C(CCC6C5CCC5(C)C(C7=CC(=O)OC7)CCC65O)C4)OC3C)OC2C)OC(C)C1OC1OC(CO)C(O)C(O)C1O (stereo not drawn)	10.1	/	10.6	-4.3	2.0	/	-0.6	-1.6
27	O=c1c2ccccc2nc(SCC2CCCCO2)n1-c1ccccc1 (stereo not drawn)	22.4	8.8	12.4	6.0	49.8*	-2.9	0.2	0.1
28	Cc1cc(OCc2nn[nH]n2)c2c3c(c(=O)oc2c1)CCC3	-17.7	-2.8	-247.9	-4.1	1.3	-11.5	-0.3	0.9
29	C(=N\NC1=NCCCCC1)/c1c[nH]c2ccccc12	-3.7	2.6	23.0	-6.7	-8.2	-6.3	1.2	0.9
30	CCN1CCN(c2ccc(NC(=O)C(C)C)cc2Cl)CC1	-2.4	-2.8	9.4	-4.9	-4.3	-14.2	10.0	0.2
31	CNC(=O)Oc1cccc2c1OC(C)(C)O2	-3.3	/	6.5	-4.0	0.6	/	-0.4	-1.0
32	O=C(Cc1ccccc1)N1CCN(Cc2ccccn2)CC1	-12.3	-1.3	22.0	-1.9	-2.5	-16.5	-0.2	-0.1
33	BrCCc1ccccc1	0.6	-1.8	5.6	-6.3	3.2	-2.2	-1.6	-1.4
34	C=CCC1(CN2CCCCCC2=O)C(=O)NC(=O)NC1=O	-25.0	0.7	29.6	-10.3	-13.8	8.7	-1.8	-0.9
35	CN1CCC2(CC1)c1ccccc1-c1ccccc12	-16.5	/	15.2	-4.8	-1.6	/	0.4	-0.6
36	CCOC(=O)[C@@]12C(=O)C(=O)N[C@]1(c1ccccc1)C1OCCCC12 (stereo partly drawn)	-16.2	3.5	12.6	-12.9	3.3	2.1	1.7	-8.2
37	O=C1NC(=O)C(=Cc2ccc(OCCOc3ccc([N+](=O)[O-])cc3)cc2)C(=O)N1	22.1	6.9	17.9	7.7	-0.7	-4.8	1.8	-3.9
38	CCOP(=O)(OCC)C(NC(=O)c1ccccc1)=C(Cl)Cl	-17.0	-1.3	5.4	1.2	0.4	-18.9	30.1	-0.5
39	CCOC(=O)C1CCN(/C=C2/C(=O)NC(=S)N(c3ccccc3F)C2=O)CC1	2.1	-1.2	2.0	-10.3	-0.9	4.6	-0.2	-1.7
40	c1ccc2cc(CC3=NCCN3)ccc2c1	4.7	6.4	14.0	-7.6	4.1	3.7	-2.5	1.5
41	CCCNC(=O)N1[C@H]2CC[C@@H]1C(C(=O)OC)=C(c1ccc(OC)c(OC)c1)C2	-12.0	2.9	4.4	-0.5	2.5	9.8	-1.9	1.3
42	COc1ccc(NS(=O)(=O)c2ccc(OCC(=O)N3CCN(C)CC3)cc2)cc1Cl	5.7	0.4	9.5	2.7	-10.5	-13.3	-1.6	0.7
43	COc1ccc(-c2nn(CCC#N)cc2C(=O)Nc2ccccc2Cl)cc1	8.1	-1.4	3.1	-6.0	-3.1	6.4	0.4	0.4
44	O=C(Cn1ncc2ccsc2c1=O)N1CCC2(CC1)OCCO2	-1.6	-6.2	3.6	-9.7	5.8	-3.9	0.5	-0.1
45	CN1CCN(c2ccc(NC(=O)Oc3ccccc3)cc2)CC1	26.0	2.6	13.3	-0.5	-9.5	-12.6	-1.3	-3.0
46	CC(=O)Nc1cc(C(=O)N2CCC3(CC2)OCCO3)ccc1S(=O)(=O)c1ccc(C)cc1	-5.9	8.7	7.0	-4.2	-3.6	4.0	0.5	-0.8
47	CCOc1ccc(-n2c(O)c(C=NCCN3CCNCC3)c(=O)[nH]c2=O)cc1	-3.6	-3.2	12.5	1.9	-2.1	-5.7	-0.4	1.9
48	C[C@]12CCC(=O)C=C1CC[C@@H]1[C@@H]2CC[C@@]2(C)[C@H]1CC[C@]2(C)O	4.5	/	1.5	4.9	-7.3	/	1.0	-0.4
49	COC(=O)C(O)(c1ccc(N(C)C(=O)c2ccc(Cl)c(Cl)c2)cc1)C(F)(F)F (stereo not drawn)	1.2	0.6	6.3	-10.9	-5.4	-6.0	-0.4	0.1
50	Cc1cc(C)nc(NS(=O)(=O)c2ccc(N=Cc3c(O)n(C)c(=O)n(C)c3=O)cc2)n1	1.5	7.8	-43.4	-6.0	5.6	-4.0	-2.3	-2.2
51	CSc1ccc(CN2CCN(Cc3ccccc3Cl)CC2)cc1	1.9	-2.8	4.0	-1.7	-9.2	-17.1	2.4	-3.5
52	C[C@]12CC[C@H](N)CC1=CCC1C2CC[C@@]2(C)C1CC[C@@H]2O (stereo partly drawn)	-19.6	-15.9	19.0	9.5	1.9	-2.3	0.6	-0.5
53	Cc1cc(OCC(=O)OC(C)(C)C)c2c3c(c(=O)oc2c1)CCC3	-3.4	-8.7	-106.8	-1.0	-3.9	-17.2	1.7	-2.8
54	CN1C(=O)NC(=O)C2(CCCC2)C1=O	10.1	/	2.4	-3.8	-6.4	/	-1.8	-0.5
55	Cn1cccc1/C=C1\C(=O)NC(=O)N(Cc2ccccc2Cl)C1=O	-13.4	/	8.8	-1.2	-6.2	/	2.0	0.0
56	CN(CCOc1ccc(C=C2C(=O)NC(=O)NC2=O)cc1)c1ccccn1	-5.1	2.2	-117.2	-3.4	-9.0	-14.2	4.2	-2.4
57	N#CC1=C(N)Oc2c(c(=O)oc3ccccc23)C1c1ccc([N+](=O)[O-])o1 (stereo not drawn)	-6.1	6.9	-101.5	7.9	1.2	-9.5	-0.4	-13.1
58	COc1ccccc1-n1c(-c2ccccc2F)nc2ccccc2c1=O	19.1	6.9	8.5	-2.7	-4.8	-27.6	0.5	-3.7
